Screening data: PubChem BioAssay, several laboratories
RTF Ca sens act – cardiac RTF calcium sensitization. IANBD-labeled TnC RTF fluorescence at EC20 calcium; 0% EC20 calcium, 100% full calcium. activation, % at 7.2 µM. 340,000 compounds, 0.24% hits. AID 493008. P19429+P45379;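 active = activation above the mean over all tested compounds plus 3 SD, cut at about 30% in these data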;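 also: rise in fluorescence read as greater calcium sensitivity of cardiac thin filaments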
Keap1 Nrf2 FP – inhibitors of human Keap1-Nrf2 protein-protein interaction; AID 504523; Keap1 Kelch-Nrf2 peptide fluorescence polarization, 1536-well; 340,000 compounds, 0.15% hits; inhibition, % at 9.4 µM; Q14145; in the data active = inhibition above about 12%;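 also: human Keap1 Kelch domain with fluorescein labeled Nrf2 9mer peptide probe; 0% = neutral control wells and 100% = peptide positive control; higher means more block of Keap1 binding to Nrf2 peptide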
Target sequence (Q14145 whole entry, looked up, the tested form may be a part): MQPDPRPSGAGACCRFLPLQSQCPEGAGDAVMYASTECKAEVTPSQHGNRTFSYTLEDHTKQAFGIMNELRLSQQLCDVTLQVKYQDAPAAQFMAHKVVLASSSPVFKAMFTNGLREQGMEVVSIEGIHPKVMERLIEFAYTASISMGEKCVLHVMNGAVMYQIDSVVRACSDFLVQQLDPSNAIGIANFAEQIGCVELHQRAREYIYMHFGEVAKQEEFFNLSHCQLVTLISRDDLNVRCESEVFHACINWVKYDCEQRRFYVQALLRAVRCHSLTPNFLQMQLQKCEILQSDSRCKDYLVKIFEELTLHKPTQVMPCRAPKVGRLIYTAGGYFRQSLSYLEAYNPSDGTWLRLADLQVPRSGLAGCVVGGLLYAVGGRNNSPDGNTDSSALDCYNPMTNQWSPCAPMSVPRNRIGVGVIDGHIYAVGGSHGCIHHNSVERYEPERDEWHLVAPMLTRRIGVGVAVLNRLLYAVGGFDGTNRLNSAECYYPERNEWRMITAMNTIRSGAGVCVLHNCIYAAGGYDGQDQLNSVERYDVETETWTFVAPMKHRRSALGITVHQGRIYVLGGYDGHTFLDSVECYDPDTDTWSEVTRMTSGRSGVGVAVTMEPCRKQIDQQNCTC
HTR5A inv ctr – counter-screen for OPRM1-OPRD1 inverse agonists: human HTR5A inverse agonism. P47898. HTR5A cell line, luminescence. inhibition, % at 9.3 µM. 340,000 compounds, 0.083% hits. AID 504634; in the data active = inhibition mostly above about 23%, no sharp cut-off; inactive = mostly below about 18%;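 also: 0% = cells with DMSO and 100% = no-cell wells with DMSO; some compounds called inactive have numbers as strong as hits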
Target sequence (P47898 whole entry, looked up): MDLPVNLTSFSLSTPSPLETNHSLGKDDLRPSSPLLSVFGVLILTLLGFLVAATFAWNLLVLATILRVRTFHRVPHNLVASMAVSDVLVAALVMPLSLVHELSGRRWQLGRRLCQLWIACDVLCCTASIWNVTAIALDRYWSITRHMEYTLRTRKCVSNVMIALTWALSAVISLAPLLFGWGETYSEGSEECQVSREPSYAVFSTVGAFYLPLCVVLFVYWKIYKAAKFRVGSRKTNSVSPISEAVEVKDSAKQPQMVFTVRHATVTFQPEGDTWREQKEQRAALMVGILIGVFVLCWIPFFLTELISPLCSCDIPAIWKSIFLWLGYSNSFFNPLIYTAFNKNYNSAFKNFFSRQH
LANA DNA inh – inhibitors of KSHV LANA C-terminal domain DNA binding; inhibition, % at 9 µM; 340,000 compounds, 0.078% hits; MBP-C-LANA/FAM-LBS DNA binding, fluorescence polarization;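 active = highest replicate inhibition at or above 60% at 9 µM, even if other replicates fall short; inactive = all replicates below 60% inhibition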;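 also: 0% = neutral control wells and 100% = 4 µM acridine orange control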
HTR5A ag ctr – HTR5A agonism, opioid heterodimer counter-screen | P47898 | HTR5A agonist assay, luminescence, cell-based | activation, % at 9.3 µM | 340,000 compounds, 0.61% hits; in the data active = activation mostly above about 9.5%, no sharp cut-off; inactive = mostly below about 7.6%;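 also: 0% = cells with vehicle only and 100% = reference agonist; strong numbers were not always called active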
V-ATPase pH – yeast V-ATPase proton transport regulation by pHLuorin. S. cerevisiae, pHLuorin cytosolic pH fluorescence. response, % at 10 µM. 350,000 compounds, 0.37% hits; in the data active = response mostly above about 7.3%, no sharp cut-off; inactive = mostly below about 5.4%; also: actives read high; inactives centre near 0; some compounds called inactive have numbers as strong as hits; reference of the scale not given here
CAL PDZ FP – inhibitors of human CAL PDZ peptide binding | purified CAL PDZ, TMR-peptide fluorescence polarization, 1 h | inhibition, % at 24.9 µM | 300,000 compounds, 0.92% hits | AID 602252;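 active = mean inhibition of at least 30% with at least half of replicates also reaching 30%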;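 also: 0% = DMSO neutral control and 100% = excess unlabeled competitor peptide PRC23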
MOR-DOR ag – agonists of human mu-delta opioid receptor heterodimerization. P35372+P41143. cells, OPRM1-OPRD1 heterodimerization, luminescence. activation, % at 9.3 µM. 340,000 compounds, 0.3% hits. AID 504326; in the data active = activation above about 18%;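 also: 0% = vehicle-treated cells and 100% = reference agonist; values of inactives mirror those of a sister screen read the other way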
MOR-DOR inv ag – inverse agonist of human OPRM1-OPRD1 heterodimerization. P35372+P41143. cell-based MOR-DOR heterodimer luminescence, inverse agonism. inhibition, % at 9.3 µM. 340,000 compounds, 0.21% hits. AID 504357; in the data active = inhibition above about 22%, passing the limit was not always enough;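 also: 0% = cells with DMSO and 100% = wells without cells with DMSO; values of inactives mirror those of a sister screen read the other way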
RTF Ca sens inh – cardiac RTF calcium desensitization | inhibition, % at 7.15 µM | AID 493244 | P19429+P45379 | IANBD-labeled cardiac RTF, Ca2+ fluorescence | 340,000 compounds, 0.12% hits;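 active = inhibition above the mean inhibition of all tested compounds plus 3 SD, cut at about 17% in these data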;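 also: assay run at fixed EC70 calcium of 1.6 mM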
* hit, by the source's call; . = no result given.

SMILES	RTF Ca sens act	Keap1 Nrf2 FP	HTR5A inv ctr	LANA DNA inh	HTR5A ag ctr	V-ATPase pH	CAL PDZ FP	MOR-DOR ag	MOR-DOR inv ag	RTF Ca sens inh
Cn1c(SCc2ccc(Cl)cc2)nc(C(F)(F)F)cc1=O	-1	0	-9	2.1	1	-2	.	7.2	-38	2
Cc1cc(=O)[nH]c2n[nH]c(-c3ccccc3)c12	-4	-2	5	0.7	-2	-2	-35	-3.0	17	-7
O=C(c1c(Cl)cccc1Cl)N1CCN(c2ncccn2)CC1	-7	0	-25	-1.1	7	2	3	-3.8	19	-2
COC(=O)C1(C)NC(c2ccco2)C2C(=O)N(c3ccc(C)cc3)C(=O)C21 (configuration not stated)	0	7	-9	-0.1	3	-2	.	-0.5	3	5
COc1ccc(C2=NN(c3nc(-c4ccc(CNC(C)=O)cc4)cs3)C(c3ccco3)C2)cc1 (configuration not stated)	1	-12	-19	-0.6	7	-4	-5	-0.6	4	-12
Cc1cc(NC(=O)CC#N)n(-c2ccccc2)n1	-4	2	12	0.1	-5	2	-1	-1.9	10	1
C/C(CCc1ccccc1)=N/NC(=O)C(=O)NCc1ccccc1	-4	0	9	-0.3	-2	0	4	-0.3	2	6
O=C(Nc1ccccc1)c1c2c(nc3ccccc13)CCCC2	3	-1	-12	0.8	4	0	2	0.4	-2	-2
CCC(C)C(=O)Nc1nnc(CCc2ccccc2)s1 (configuration not stated)	0	3	16	0.5	-4	1	-2	0.4	-2	-6
COc1ccccc1CNC(=O)C(=O)NCC1OCCN1S(=O)(=O)c1ccc(Br)cc1 (configuration not stated)	1	-1	-32	0.5	1	-5	-1	-1.1	6	-2
COc1ccc(C(=O)NC2CC2)cc1OC1CCN(Cc2ccc(F)cc2)CC1	-4	4	1	-2.1	-5	3	-2	-1.8	12	-4
CCCc1nc(SCC(=O)c2ccccc2)c2c(=O)n(C)c(=O)n(C)c2n1	2	-1	0	-1.2	4	-1	.	4.2	-23	-5
O=C(O)C1CCCN1S(=O)(=O)c1ccc2[nH]c(=O)c(=O)[nH]c2c1 (configuration not stated)	-4	0	2	0.8	2	0	.	-2.5	13	0
CC(=O)Nc1ccc(S(=O)(=O)Oc2ccc(/C=C3\SC(N)=NC3=O)cc2)cc1	0	-2	11	-0.4	-4	2	1	-0.4	2	-19
O=C(COC(=O)CCc1c[nH]c2ccccc12)Nc1cc([N+](=O)[O-])ccc1Cl	-7	6	-7	-0.8	0	8	-3	1.5	-8	-27
Cc1ccc(S(=O)(=O)/N=C2\C=C(Nc3cccc(C(=O)O)c3)C(=O)c3ccccc32)c(C)c1	-6	6	3	5.4	-1	1	-3	8.7	-48	9
C/C(=N\NC(=O)CCCNc1ccccc1)c1ccncc1	-2	-3	-32	2.6	1	2	-5	-2.0	9	5
O=C(Cc1cccc(C(F)(F)F)c1)NCc1ccc(Cl)cc1Cl	7	0	5	-1.7	2	5	-1	2.3	-12	-2
O=C(Nc1ccccc1Cl)C1CC(=O)N(Cc2ccco2)C1 (configuration not stated)	-4	1	-21	1.4	-2	-4	0	-5.7	21	-6
CCN(CC)CCC(=O)N1c2ccccc2CCc2ccc(NC(=O)OC)cc21	-4	-6	-4	-0.6	1	2	-4	-0.7	3	1
O=C(NCCc1c[nH]c2ccccc12)c1ccc2nc[nH]c2c1	1	-1	-11	0.8	5	-1	-4	-0.1	1	-4
CCOC(=O)C(CCCCCCC(NC(C)=O)(C(=O)OCC)C(=O)OCC)(NC(C)=O)C(=O)OCC	83*	-3	-15	0.0	3	-3	-5	-1.6	8	0
CCn1cc(CNC(=O)CCc2nnc(CCC3CCCCC3)o2)cn1	-4	-2	7	0.3	-3	-1	2	-3.2	16	3
COc1ccc(CNC(=O)c2ccc(NS(=O)(=O)c3ccc4[nH]c(=O)[nH]c4c3)cc2)cc1OC	4	0	-16	-0.3	6	0	-5	-1.8	7	-4
CCCOc1ccc(N2C(=O)CC(SCC(N)C(=O)OCC)C2=O)cc1 (configuration not stated)	2	-1	-2	1.4	1	4	4	-2.3	11	-2

SMILES	RTF Ca sens act	Keap1 Nrf2 FP	HTR5A inv ctr	LANA DNA inh	HTR5A ag ctr	V-ATPase pH	CAL PDZ FP	MOR-DOR ag	MOR-DOR inv ag	RTF Ca sens inh
C=CCN1C(=O)/C(=C\C=C2\N(C)c3ccccc3C2(C)C)SC1=S	51*	-14	18	-1.7	8	-2	-2	-3.5	16	-31
Cc1cc(Br)ccc1OCCCCN1CCC(C)CC1	-6	-1	-28	-2.9	6	-2	-4	0.3	-2	4
Cc1cccc(-c2nnc(-c3cccc(NC(=O)Cc4cccs4)c3)o2)c1	0	1	-1	-0.9	0	-3	-4	1.0	-6	-16
CCCCn1c(CNC(C)=O)nc2ccccc21	3	0	37	3.4	0	-5	-3	-1.1	6	-5
O=C(NCCN1CCOCC1)c1ccccc1Cl	1	1	-8	-2.1	2	1	-11	-1.1	5	-11
COc1cccc(-c2cc(C(=O)Nc3c(C)nn(Cc4ccccc4)c3C)no2)c1	-3	-2	-19	-1.9	4	5	0	-0.7	3	-9
CCC(Oc1ccc(F)cc1)C(=O)N1CCCCCCC1 (configuration not stated)	1	-4	13	-3.3	-4	-2	-5	-2.1	11	-3
COc1cccc(CNS(=O)(=O)c2ccc3c(c2)CCN3C(=O)C2CC2)c1	1	-2	3	-0.4	-1	3	-6	0.8	-5	-14
CCOP(=O)(c1ccc(N(C)C)cc1)C(O)c1ccccc1OC (configuration not stated)	4	-1	-18	0.3	7	0	.	-3.9	19	-4
CC(C)[C@H](NC(=O)c1ccccc1F)C(=O)NNC(=O)c1cccs1	-3	-1	12	-0.3	3	-4	2	-4.4	17	5
CC1(C)CC2C1CCC1(O)CC2(C)CCC1N(O)c1ccc(C(=O)NCCO)cn1 (configuration not stated)	2	-3	13	1.0	18	0	1	6.3	-35	3
O=S1(=O)CCO[C@H]2Cc3ccccc3[C@H]2N1Cc1cccc(Cl)c1	-2	0	9	0.8	4	4	-2	7.1	-33	4
Cc1cc(C)nc(NS(=O)(=O)c2ccc(N=NN(C)C)cc2)n1	1	-4	8	-1.6	-2	-3	-5	-0.1	0	-3
CCc1ccc(NC(=O)CCc2nnc3ccc(N4CCCC4)nn23)cc1	4	-3	-2	0.6	1	3	-2	0.1	0	-8
CCCNNC(=O)C(O)(c1cccc(C)c1)c1cccc(C)c1	1	-1	-16	0.8	1	9	-3	-0.9	5	-12
O=C1CCC(c2ccccc2)N1c1ccccc1 (configuration not stated)	9	-2	-13	0.5	3	4	-1	1.0	-5	-8
Cc1ccn2c(=O)c(NC(=O)c3ccc(Br)o3)c(C)nc2c1	1	-3	-4	1.8	2	11	0	-1.3	7	-11
Cc1ccc(OCC(O)CN2CCN(Cc3ccc4c(c3)OCO4)CC2)cc1C (configuration not stated)	10	-1	-8	0.4	3	0	-2	-1.7	9	-6
Cc1ccccc1CN(c1ccc(C(=O)NCCC2=CCCCC2)cc1)S(C)(=O)=O	2	2	-15	-0.8	1	-2	-3	-0.8	4	3
Nc1nnc(SCc2ccc(Cl)cc2)s1	6	-6	-7	1.9	2	0	-1	-3.4	19	0
CCCC(=O)c1c(C)c2ccccc2n1C	0	1	11	-0.1	-4	-4	10	1.1	-7	9
COCc1ccc(C(=O)Nc2ccc(C(=O)O)cc2)o1	2	-1	-6	-0.6	10	1	.	-2.5	13	-16
Cn1c(=O)c2cc(S(=O)(=O)NCCC(=O)NCCC3=CCCCC3)ccc2n(C)c1=O	15	-10	31	0.2	5	-2	.	-1.8	10	-5
CCC(CN(C)C)Oc1cc(NCc2ccccc2)c2ncn(C(C)C)c2c1 (configuration not stated)	10	-10	-63	-0.1	21*	-3	1	24*	-140	1
Cn1c(=O)c2c(ncn2CC(=O)Nc2ccccc2)n(C)c1=O	-2	4	.	-1.8	.	4	3	.	.	3

SMILES	RTF Ca sens act	Keap1 Nrf2 FP	HTR5A inv ctr	LANA DNA inh	HTR5A ag ctr	V-ATPase pH	CAL PDZ FP	MOR-DOR ag	MOR-DOR inv ag	RTF Ca sens inh
CCOC(=O)c1c(C)c(C(=O)NCc2ccco2)c(C)n1CC	0	-2	-5	0.3	2	-2	4	-3.6	18	0
O=C(Cn1cc2c(n1)CCCC2)NCCCN1CCN(C2CCCCC2)CC1	-7	0	-2	2.6	1	3	-1	-2.9	15	4
CCN(c1ccccc1)S(=O)(=O)c1cccc(C(=O)NCC(c2cccs2)N(C)C)c1 (configuration not stated)	3	1	-2	-0.1	1	-1	-4	2.4	-12	-10
COC(=O)c1ccc(NC(=S)N2CCCC2)cc1	7	-3	-22	0.3	5	-2	.	-2.1	11	-11
COc1ccc(OC)c(NC(=O)COC(=O)Cc2ccsc2)c1	-1	0	-1	-1.6	0	4	-3	-3.5	18	-3
CCOC(=O)N1CCN(c2c(NCCN3CCCCC3CC)c(=O)c2=O)CC1 (configuration not stated)	1	-3	10	0.1	-4	-1	.	-1.7	10	-7
CCOC(=O)C1(Cc2ccc(Cl)cc2)CCN(C(=O)c2cscn2)CC1	1	1	2	-1.1	2	3	.	1.1	-6	2
COc1ccc(C(=O)Oc2c(OC)cc(C(=S)N3CCOCC3)cc2OC)cc1	0	2	-3	4.3	1	-2	-3	0.2	-1	-8
COc1cc(CNC2CCCCC2OC)cc(OC)c1OC (configuration not stated)	-6	-1	-14	2.9	5	1	6	0.0	0	-10
C[C@@]12CCC=C[C@H]1[C@H](c1ccc3ccccc3c1)N(Cc1ccccc1)C2=O	-4	1	-11	2.0	2	3	-1	2.5	-14	1
Cc1ccc(SCc2cc(-c3ccc(Cl)cc3)no2)cc1	4	-5	-13	-0.2	5	-2	0	1.4	-7	-13
CCOC(=O)c1c(/N=C/N(C)C)sc(/C=N/Nc2ccccc2)c1-c1ccccc1Cl	3	-4	13	-0.3	-5	0	-9	1.0	-7	-10
O=C1ON=C(c2ccccc2)/C1=C/c1ccc(O)cc1	-7	-4	-5	-0.9	1	-3	-1	-1.7	8	-10
COC(=O)C(Nc1nccs1)(OC)C(F)(F)F (configuration not stated)	3	0	1	3.6	-3	17*	29	0.5	-2	-6
C(#CCN1CCC(Cc2ccccc2)CC1)COCCOCc1ccccc1	-2	0	-10	-0.5	4	0	-1	5.1	-30	-3
COc1ccc(Cl)cc1S(=O)(=O)Nc1ccc2c(c1)n(C)c(=O)n2C	-5	1	-7	-1.8	8	-1	3	0.7	-5	-20
O=C(N/N=C/c1ccc([N+](=O)[O-])o1)c1cc(-c2ccncc2)nc2ccccc12	-2	-6	-11	0.1	3	6	.	0.1	0	-8
CC(Sc1nnc(CC(C)c2ccccc2)n1N)C(N)=O (configuration not stated)	-5	-6	-14	-0.2	4	2	-3	-2.4	12	-10
Brc1ccc2nc(N3CCCC3)sc2c1	3	2	-4	-0.1	2	-2	-3	0.9	-4	-9
COc1ccc(Nc2nc(-c3cccs3)nc3ccccc23)cc1	-1	0	-16	-0.2	2	2	5	3.7	-20	14
